Bioassay records (PubChem BioAssay)
MCF10A rerep = inducers of DNA re-replication in MCF 10A breast cells; MCF 10A DNA re-replication, Hoechst nuclear intensity, 48 h; Potency, µM (doses to about 46.1 µM), for inactives: at the highest dose activity, positive = re-replication, hits mostly activators; 350,000 tested, 2.9% active; note: potency is the fitted concentration of half-maximal effect; % of control where 0% means no effect; nearly all actives have a fitted effect of over 50% in size
KB-3-1 cytotox = KB-3-1 parental cell cytotoxicity | KB-3-1 viability, CellTiter-Glo ATP luminescence, 72 h | Potency, µM (titrated, usually from 46.1 µM), inactives show top-dose activity change, negative = cytotoxic, hits mostly cytotoxic | 400,000 tested, 1.4% active | AID 1347075; note: potency is the fitted concentration of half-maximal effect; % is set by controls: 0 for no effect and ±100 for the full control effect; nearly all actives have a fitted effect of over 60% in size
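Cytotoxicity in the drug-sensitive parental line KB-3-1 was scored as loss of CellTiter-Glo luminescence following 72 h incubation with compound. Values come from curve fitting of normalized concentration-response data.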
IL1B secr inh = inhibitors of inflammasome signaling (IL-1 beta secretion) | THP-1 LPS/ATP IL-1B secretion, AlphaLISA, 16 h; active compounds read low | activity change, % at 57.5 µM | 360,000 tested, 4.7% active | AID 743279; in the data active = activity change below about -50%; inconclusive = mostly about -30% to -49%; note: % is set by controls: 0 for no effect and ±100 for the full control effect
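THP-1 cells pretreated 1 hr with compounds (up to 57.5 uM final), then stimulated with LPS (250 ng/mL final) plus ATP (1.25 mM final); secreted IL-1B measured by AlphaLISA after 16 hr, decreased signal indicating inhibition.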
WRN helicase inh = WRN helicase (human) inhibition. Q14191. WRN helicase unwinding, fluorescent forked duplex, kinetic. Potency, µM (series often up to 114 µM), for the others: at the highest dose activity change, negative = inhibition, usual class: inhibitors. 360,000 tested, 0.46% active. AID 651768; note: potency is the fitted concentration of half-maximal effect; % is set by controls: 0 for no effect and ±100 for the full control effect; nearly all actives have a fitted effect of over 55% in size
Target sequence (Q14191 whole entry, looked up): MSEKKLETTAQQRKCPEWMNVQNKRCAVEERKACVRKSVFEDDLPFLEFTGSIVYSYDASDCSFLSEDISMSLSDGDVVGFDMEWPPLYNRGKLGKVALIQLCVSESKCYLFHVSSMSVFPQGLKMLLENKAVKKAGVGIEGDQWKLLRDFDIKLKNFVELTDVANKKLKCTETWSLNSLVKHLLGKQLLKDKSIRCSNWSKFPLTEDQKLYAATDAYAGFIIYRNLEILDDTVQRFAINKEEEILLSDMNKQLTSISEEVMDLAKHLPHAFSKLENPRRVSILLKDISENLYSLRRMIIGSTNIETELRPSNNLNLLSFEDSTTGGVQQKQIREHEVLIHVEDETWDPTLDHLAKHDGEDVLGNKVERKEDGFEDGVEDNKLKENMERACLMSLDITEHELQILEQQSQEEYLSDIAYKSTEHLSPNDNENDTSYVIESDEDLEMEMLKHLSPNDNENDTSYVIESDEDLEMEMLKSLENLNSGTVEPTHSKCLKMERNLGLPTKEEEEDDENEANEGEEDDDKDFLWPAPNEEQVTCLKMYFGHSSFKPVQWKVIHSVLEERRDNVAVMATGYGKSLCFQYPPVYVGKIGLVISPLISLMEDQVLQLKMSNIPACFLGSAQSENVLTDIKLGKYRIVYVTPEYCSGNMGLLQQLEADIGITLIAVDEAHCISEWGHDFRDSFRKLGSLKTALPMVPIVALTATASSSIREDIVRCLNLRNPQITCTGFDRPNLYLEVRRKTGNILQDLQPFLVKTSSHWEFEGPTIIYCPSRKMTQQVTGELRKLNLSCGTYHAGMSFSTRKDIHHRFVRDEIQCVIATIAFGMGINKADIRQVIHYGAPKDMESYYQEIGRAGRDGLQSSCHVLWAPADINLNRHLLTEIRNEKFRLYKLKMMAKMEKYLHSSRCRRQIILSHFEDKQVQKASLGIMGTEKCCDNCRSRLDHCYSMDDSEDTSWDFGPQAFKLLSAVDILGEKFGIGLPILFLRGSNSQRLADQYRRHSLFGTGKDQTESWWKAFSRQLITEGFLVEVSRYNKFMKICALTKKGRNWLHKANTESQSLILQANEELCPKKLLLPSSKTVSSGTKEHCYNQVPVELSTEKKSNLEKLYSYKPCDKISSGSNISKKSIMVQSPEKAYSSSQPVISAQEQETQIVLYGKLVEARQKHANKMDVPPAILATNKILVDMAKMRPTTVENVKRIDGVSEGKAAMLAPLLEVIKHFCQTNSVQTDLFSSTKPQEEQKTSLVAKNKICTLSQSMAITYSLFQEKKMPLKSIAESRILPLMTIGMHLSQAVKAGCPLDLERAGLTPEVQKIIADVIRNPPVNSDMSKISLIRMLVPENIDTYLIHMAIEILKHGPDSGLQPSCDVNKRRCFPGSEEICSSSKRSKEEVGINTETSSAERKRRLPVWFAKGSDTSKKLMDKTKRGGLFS
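WRN at 20 nM final preincubated with compound 15 min at room temperature; reaction started with 100 nM fluorophore/quencher forked duplex oligonucleotide and 2 mM ATP final. Unwinding followed kinetically by red fluorescence (ex 525, em 598 nm).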
ATXN2 expr inh = inhibitors of ATXN2 expression; 360,000 tested, 0.72% active; Potency, µM (highest dose often 57 µM), inactives show at the top dose activity change, negative = inhibition, hits mostly inhibitors; HEK-293 ATXN2-luciferase reporter, luminescence, 24 h; note: potency is the fitted concentration of half-maximal effect; % is set by controls: 0 for no effect and ±100 for the full control effect; nearly all actives have a fitted effect of over 55% in size
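qHTS (up to 57 uM final) was run with 24 h compound exposure of reporter cells at 37 °C. Each well was multiplexed: SteadyGlo luminescence measured ATXN2-luciferase expression after a fluorogenic Gly-Phe-AFC viability readout (25 uM final).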
KB-V1 MDR tox = kills drug-selected multidrug resistant KB-V1 cells. AID 1347076. Potency, µM (series often up to 46.1 µM), for inactives: at the top dose activity change, negative = cytotoxicity, hits mostly cytotoxic. KB-V1 MDR cells viability, CellTiter-Glo, 72 h. 400,000 tested, 3.4% active; note: potency is the fitted concentration of half-maximal effect; % is set by controls: 0 for no effect and ±100 for the full control effect; nearly all actives have a fitted effect of over 60% in size
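In this primary screen, KB-V1 cells overexpressing P-gp are incubated with library compounds (lowest to highest concentration) for 72 h at 37 degrees C before a luminescent ATP viability read.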
HT1080 IDH1KD tx = toxicity to HT-1080 IDH1 knockdown cells (counter line); HT-1080 IDH1 knockdown viability, ATP luminescence, 48 h; AID 686971; Potency, µM (series often up to 46.1 µM), for inactives: at the highest dose activity, negative = toxicity, hits mostly cytotoxic; 360,000 tested, 2% active;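 note: potency is the fitted concentration of half-maximal effect; 0% = DMSO wells and -100% = cell-free medium wells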
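Assay cells: HT-1080 with IDH1 knockdown, 750 per well, RPMI/5% FBS. Exposure: 48 h at 37 °C following 2 h pre-incubation. Read: CellTiter-Glo luminescence; fitted concentration-response, curve class assigned.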
SW480 rereplic = DNA re-replication induction in SW480 cells. Potency, µM (highest dose often 46.1 µM), without a hit: at the highest dose re-replication activation, actives largely listed as activators. 340,000 tested, 1.8% active. SW480 DNA re-replication, Hoechst DNA content imaging, 48 h; note: potency is the fitted concentration of half-maximal effect; % of control where 0% means no effect; nearly all actives have a fitted effect of over 55% in size
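Compounds, transferred as 23 nL by pin tool, were incubated with cells for 48 hr; DNA content per nucleus was then quantified by Hoechst staining and fluorescence plate imaging.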
HT1080-NT tox = kills 2HG-producing HT-1080-NT fibrosarcoma cells. HT-1080-NT fibrosarcoma viability, CellTiter-Glo ATP luminescence, 48 h. Potency, µM (series often up to 46.1 µM), inactives show at the top dose activity, negative = less viability, hits mostly cytotoxic. 360,000 tested, 1.6% active;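 note: NT is the 2HG producing partner of a matched IDH1 knockdown line; potency is the fitted concentration of half-maximal effect; 0% = DMSO-treated cells and -100% = media-only wells without cells; nearly all actives have a fitted effect of over 55% in size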
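HT-1080-NT fibrosarcoma cells (2HG-overproducing), 750 cells/well in RPMI with 5% FBS, dosed after 2 h and incubated 48 h at 37C. CellTiter-Glo luminescence normalized to DMSO and no-cell wells; concentration-response curves fitted and classed.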
Active calls of the source: *; ? = inconclusive; / = not tested or not shown; [ ] = remark or other dose. Unless noted, calls come from the whole dose curve; as a rule, active = well fitted curve in the direction sought with a large enough effect; inconclusive = small, poorly fitted or top-dose-only effect, or another doubt; inactive = no such curve, though single readings can be large; an effect the other way counts as inactive or inconclusive.

SMILES	MCF10A rerep	KB-3-1 cytotox	IL1B secr inh	WRN helicase inh	ATXN2 expr inh	KB-V1 MDR tox	HT1080 IDH1KD tx	SW480 rereplic	HT1080-NT tox
CCc1nc2ccc(C(=O)N3CCN(S(=O)(=O)CC)CC3)cn2c1N(C)C(=O)c1cccc(OC)c1	/	0%	-18	-10%	3%	-2%	0%	/	0%
O=C(NC1CCCCC1)C(c1ccccc1)N(Cc1ccco1)C(=O)Cn1cnc2ccccc21 (stereo not drawn)	0%	-22%	-11	-14%	-1%	0%	-10%	3%	-14%
O=C(NCCC1=CCCCC1)c1ccc(F)cc1	2%	2%	-20	-11%	16%	-14%	12%	-4%	-2%
CCCNC(=S)Nc1ccc(Cl)cc1Cl	16%	-12%	13	7%	0%	-23%	1%	-3%	0%
O=C(Nc1ccc2nc3n(c(=O)c2c1)CCCCC3)C(=O)N1CCN(c2ccc(F)cc2)CC1	?	-17%	-29	-3%	-6%	-22%	-8%	-24%	-21%
O=C1c2ccccc2C(=O)N1CN(C(=O)COc1ccccc1)c1ccc(F)cc1	-68%[inhibitor]	21%	-9	10%	20%	-17%	6%	-113%[inhibitor]	6%
O=C(Nc1nnc(C(F)(F)F)s1)c1c(F)cccc1F	7%	-11%	-21	-1%	/	5%	10%	-1%	-8%
CCC1CCCCN1C(=O)COC(=O)COc1ccc(Br)cc1 (stereo not drawn)	-1%	-3%	0	-3%	3%	-12%	-5%	4%	-5%
CCN(CC)S(=O)(=O)c1ccc(/C=C/C(=O)OCC(=O)NC(=O)C2COc3ccccc3O2)cc1 (stereo not drawn)	6%	-1%	-7	-5%	20%	0%	11%	-3%	2%
O=C(NCCC1=CCCCC1)C1CCN(S(=O)(=O)c2ccccc2C(F)(F)F)CC1	23%	-4%	10	-3%	-10%	?	9%	-4%	-6%
Cc1nnsc1C(=O)N1CCCC(Nc2ccc(F)c(F)c2)C1 (stereo not drawn)	8%	0%	0	-2%	18%	6%	6%	-6%	2%
O=C(COC(=O)c1ccccn1)NCc1ccccc1Cl	-56%[inhibitor]	-1%	24	25%	2%	-16%	-2%	-31%[inhibitor]	-3%
Cc1ccc(NC(=O)c2ccc(=O)[nH]n2)cc1C	-1%	-14%	0	15%	52%[activator]	?	15%	-1%	17%
COc1ccccc1-c1cc(C(F)(F)F)nc(S(C)(=O)=O)n1	4.1µM*	?	-109*	-33%	?	?	18µM*	?	?
Cc1cc(C)nc(SCC(=O)NNC(=O)c2ccccc2C)n1	1%	-1%	-5	-5%	/	-12%	7%	19%	0%
N#CCC(=O)NC(=O)NCC1CC1	6%	0%	9	-3%	3%	-10%	21%	2%	?
CC(C)(C)C1CCC(=NNC(=O)C(=O)NCc2ccco2)CC1 (stereo not drawn)	1%	5%	-6	-6%	-19%	14%	18%	-2%	2%
COc1ccccc1Nc1nc(-c2cccnc2)cs1	3%	-7%	-95*	-6%	53%[activator]	?	-17%	4%	-6%
COc1ccccc1NC=C1C(=O)OC2(CCCCC2)OC1=O	0%	12%	1	4%	2%	-25%	21%	-9%	0%
O=C(O)c1cc(-c2cccnc2)nc2ccc(Br)cc12	-17%[9.22 µM]	0%	36	2%	-30%	0%	14%	2%	-1%

2 entries from above, in markdown.
| Molecule | MCF10A rerep | KB-3-1 cytotox | IL1B secr inh | WRN helicase inh | ATXN2 expr inh | KB-V1 MDR tox | HT1080 IDH1KD tx | SW480 rereplic | HT1080-NT tox |
| --- | --- | --- | --- | --- | --- | --- | --- | --- | --- |
| O=C(NCCC1=CCCCC1)C1CCN(S(=O)(=O)c2ccccc2C(F)(F)F)CC1 | 23% | -4% | 10 | -3% | -10% | ? | 9% | -4% | -6% |
| Cc1nnsc1C(=O)N1CCCC(Nc2ccc(F)c(F)c2)C1 (stereo not drawn) | 8% | 0% | 0 | -2% | 18% | 6% | 6% | -6% | 2% |

Further structures follow.
SMILES	MCF10A rerep	KB-3-1 cytotox	IL1B secr inh	WRN helicase inh	ATXN2 expr inh	KB-V1 MDR tox	HT1080 IDH1KD tx	SW480 rereplic	HT1080-NT tox
C=CCSc1nnc(NC(=O)c2nc(SCC)ncc2Cl)s1	?	12%	22	-10%	-10%	?	1%	-3%	-9%
Fc1ccc(CNn2cnnc2SCc2ccc(F)cc2)cc1	5%	-4%	-4	-12%	8%	?	?	1%	-24%
N#C/C(=N\Nc1ccccc1Cl)C(=O)c1ccccc1	14%	15µM*	-13	4%	5%	?	?	-2%	?
Cn1cnc2c(=O)sc3ccccc3c21	1%	?	21	-2%	3%	?	-9%	3%	-9%
COC(=O)c1ccc(Oc2ccc(S(=O)(=O)N3CCCCC3)cc2N)cc1	7%	-24%	12	-1%	?	?	-15%	-3%	?
CC(=O)c1ccccc1NC(=O)COC(=O)C1COc2ccccc2O1 (stereo not drawn)	/	-22%	23	3%	/	11%	1%	/	1%
COc1cc2c(cc1OC)[C@@H](Cc1ccc(OCCC#N)cc1)N(C)CC2	-13%	1%	-22	-4%	0%	-8%	9%	-3%	-3%
Cc1ccc(NC(=O)CN(C)C(=O)c2ccccc2OCc2c(C)noc2C)cc1	4%	-3%	-7	-1%	27%	-14%	15%	?	16%
CCOC(=O)N1CCN(C(=O)C2CCC(=O)N(Cc3cccc(C(F)(F)F)c3)C2)CC1 (stereo not drawn)	1%	2%	-1	-13%	3%	4%	10%	8%	6%
O=C(CN1CCCCCC1)Nc1ccc(F)c(F)c1F	5%	6%	38	-6%	/	-2%	15%	-23%	18%
CSc1ccc(C(=O)C2CCCN(S(=O)(=O)c3c(C)noc3C)C2)cc1 (stereo not drawn)	-2%	0%	-52*	1%	-25%	?	7%	-33%[inhibitor]	-2%
CCOC(=O)C1CCCN(CCSc2ccc(C)cc2)C1 (stereo not drawn)	11%	5%	12	-7%	9%	?	-11%	0%	-3%
CCNC(=O)C1(C)CCCN(C(=O)c2c(C)noc2C)C1 (stereo not drawn)	/	0%	25	5%	3%	-1%	3%	/	18%
Cc1cc(C)c(S(C)(=O)=O)c(Oc2ccccc2C)n1	8%	-3%	-9	5%	-2%	-4%	0%	-1%	-2%
N#C/C(=C\c1ccccc1O)C(=O)Nc1ccccn1	6%	1%	18	6%	8%	22%	-18%	-6%	-9%
CCS(=O)(=O)N1CCN=C1SC(C)c1ccccc1 (stereo not drawn)	10%	0%	14	0%	/	5%	0%	-5%	10%
O=c1[nH]nc(Cc2ccc(-c3cccc(Cl)c3)o2)c2ccccc12	13%	-20%	53	-4%	-1%	-20%	?	-3%	?
COc1ccc2c(C)cc(SCC#N)nc2c1	?	19%	1	-12%	-15%	-23%	-19%	-1%	2%
CCn1c(SCC(=O)Nc2sc(C)c(C)c2C#N)nnc1C(C)C	0%	0%	-19	-1%	2%	-10%	6%	1%	8%
Cc1ccc(-c2nnc(N(C)C(=O)c3cccnc3)s2)cc1	10%	8%	?	-5%	3%	6%	-8%	0%	-7%

As a short view, four of the compounds above.
SMILES	MCF10A rerep	KB-3-1 cytotox	IL1B secr inh	WRN helicase inh	ATXN2 expr inh	KB-V1 MDR tox	HT1080 IDH1KD tx	SW480 rereplic	HT1080-NT tox
CSc1ccc(C(=O)C2CCCN(S(=O)(=O)c3c(C)noc3C)C2)cc1 (stereo not drawn)	-2%	0%	-52*	1%	-25%	?	7%	-33%[inhibitor]	-2%
CCOC(=O)C1CCCN(CCSc2ccc(C)cc2)C1 (stereo not drawn)	11%	5%	12	-7%	9%	?	-11%	0%	-3%
CCNC(=O)C1(C)CCCN(C(=O)c2c(C)noc2C)C1 (stereo not drawn)	/	0%	25	5%	3%	-1%	3%	/	18%
Cc1cc(C)c(S(C)(=O)=O)c(Oc2ccccc2C)n1	8%	-3%	-9	5%	-2%	-4%	0%	-1%	-2%

Later entries
SMILES	MCF10A rerep	KB-3-1 cytotox	IL1B secr inh	WRN helicase inh	ATXN2 expr inh	KB-V1 MDR tox	HT1080 IDH1KD tx	SW480 rereplic	HT1080-NT tox
COc1ccc(Br)cc1S(=O)(=O)NNC(=O)c1c(C)nc2ccccn12	-1%	1%	39	-4%[57.1 µM]	-3%	9%	11%	5%	-3%
CCSc1nc2ccccc2n1CC(N)=O	0%	6%	6	-2%	0%	-8%	-14%	-6%	10%
CCCCN(C)C(=O)C1CCN(Cc2ccccn2)CC1	-1%	5%	8	4%	8%	-1%	10%	-1%[9.22 µM]	8%
CC(CN(C)Cc1ccccc1)OC(=O)c1ccccc1F (stereo not drawn)	4%	-4%	-2	-5%	1%	20%	10%	-1%	21%
COc1cccc(-c2nc(CC(=O)O)cs2)c1OC	-1%	-7%	5	2%	5%	?	12%	-5%	11%
COc1ccc(C2CC(c3c(-c4ccccc4)c4cc(Cl)ccc4[nH]c3=O)=NN2C(=O)CCC(=O)O)cc1 (stereo not drawn)	-14%	4%	-5	-33%	-3%[11.3 µM]	20%	?	4%	-27%
COc1ccc(C(=O)c2ccc(Cl)cc2)cc1	1%	2%	0	-1%	20%	-8%	6%	-5%	?
Cc1nc(N2CCN(S(=O)(=O)c3ccccc3)CC2)c2c3c(sc2n1)CC(C)CC3 (stereo not drawn)	6%	-2%	9	4%	-2%	?	12%	-5%	13%
CC(=O)Nc1ccc(S(=O)(=O)NNC(=O)c2ccc(C)cc2)cc1	-5%	-5%	1	-5%	0%	17%	5%	-32%[inhibitor]	6%
Cn1nnc(NC(=O)CSc2ccc(Cl)cc2)n1	-3%	9%	-16	-6%	-4%	8%	6%	-6%	?
N#CC1(c2ccccc2)CCCN1C(=O)c1ccccc1Cl (stereo not drawn)	-10%	12%	13	-6%	6%	26%	11%	-3%	-3%
COc1cc(C(=O)NC2CC3CCCC(C2)N3Cc2ccccc2)cc(OC)c1OC (stereo not drawn)	0%	-5%	0	13%	-17%	-2%	-3%	8%	-7%
O=C(NNC(=O)c1cc2ccccc2o1)c1ccc(F)cc1	2%	-3%	-7	?	36%	?	14%	-3%	1%
